Bioassay records (PubChem)
KDM5B inhibitor: Primary screen for KDM5B Histone Demethylases FDH-coupled qHTS; 2.6% of 220,000 active; KDM5B demethylase, FDH-coupled NADH fluorescence (FDH is formaldehyde dehydrogenase); Lysine-specific demethylase 5B (Homo sapiens), Q9UGL1; Potency, µM (top dose mostly 57.7 µM), without a hit: at the highest dose activity change, negative = inhibition, usual class: inhibitors; AID 1347165, 2019; active = well fitted inhibition curve with a large enough effect; inconclusive = small, poorly fitted or top-dose-only effect; inactive = no such curve, though single readings can be large or run the other way; note: 0% is about no effect; nearly all actives have a fitted effect of over 70% in size
Target sequence (Q9UGL1 whole entry, looked up): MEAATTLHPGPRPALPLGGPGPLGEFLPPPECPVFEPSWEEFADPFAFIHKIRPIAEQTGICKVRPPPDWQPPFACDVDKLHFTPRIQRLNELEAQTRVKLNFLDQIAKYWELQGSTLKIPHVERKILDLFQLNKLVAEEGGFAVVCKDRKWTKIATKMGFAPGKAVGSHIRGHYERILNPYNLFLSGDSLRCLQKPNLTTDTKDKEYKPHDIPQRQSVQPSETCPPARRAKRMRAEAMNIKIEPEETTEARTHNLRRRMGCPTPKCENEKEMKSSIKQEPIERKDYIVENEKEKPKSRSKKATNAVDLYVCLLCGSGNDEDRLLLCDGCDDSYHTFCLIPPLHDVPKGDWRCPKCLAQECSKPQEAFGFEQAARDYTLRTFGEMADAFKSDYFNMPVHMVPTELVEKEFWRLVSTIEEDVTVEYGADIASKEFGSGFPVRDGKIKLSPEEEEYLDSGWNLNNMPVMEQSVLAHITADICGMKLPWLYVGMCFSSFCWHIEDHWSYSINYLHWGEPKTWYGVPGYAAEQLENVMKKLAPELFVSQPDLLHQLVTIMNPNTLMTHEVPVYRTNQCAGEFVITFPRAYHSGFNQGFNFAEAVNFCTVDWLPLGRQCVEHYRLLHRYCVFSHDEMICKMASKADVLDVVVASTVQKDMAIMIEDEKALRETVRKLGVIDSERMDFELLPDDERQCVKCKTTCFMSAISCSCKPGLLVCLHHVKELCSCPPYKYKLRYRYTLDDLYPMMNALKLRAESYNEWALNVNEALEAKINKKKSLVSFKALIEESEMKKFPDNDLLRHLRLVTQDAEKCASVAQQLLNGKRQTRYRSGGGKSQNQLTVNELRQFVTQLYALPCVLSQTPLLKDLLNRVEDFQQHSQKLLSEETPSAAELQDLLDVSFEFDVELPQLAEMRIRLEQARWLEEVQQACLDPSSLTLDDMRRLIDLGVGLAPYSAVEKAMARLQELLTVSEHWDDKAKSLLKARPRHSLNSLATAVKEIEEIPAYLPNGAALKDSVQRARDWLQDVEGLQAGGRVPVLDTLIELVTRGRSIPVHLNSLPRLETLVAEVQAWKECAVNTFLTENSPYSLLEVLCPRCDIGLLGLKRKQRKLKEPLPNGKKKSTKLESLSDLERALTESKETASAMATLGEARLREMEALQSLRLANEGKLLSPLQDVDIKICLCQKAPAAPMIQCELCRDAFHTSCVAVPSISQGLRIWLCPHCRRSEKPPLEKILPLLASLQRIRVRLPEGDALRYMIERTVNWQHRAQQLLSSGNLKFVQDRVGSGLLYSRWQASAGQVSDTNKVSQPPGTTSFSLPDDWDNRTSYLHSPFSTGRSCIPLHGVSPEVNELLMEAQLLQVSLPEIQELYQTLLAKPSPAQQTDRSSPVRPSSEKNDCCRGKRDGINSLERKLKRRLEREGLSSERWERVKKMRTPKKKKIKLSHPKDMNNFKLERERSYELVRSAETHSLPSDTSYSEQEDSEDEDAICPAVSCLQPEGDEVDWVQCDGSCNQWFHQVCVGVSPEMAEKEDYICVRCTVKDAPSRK
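Coupled FDH/NAD⁺ fluorescence readout. KDM5BΔAP 200 nM final; compound titration, 10 min RT preincubation; substrate mix 12.5 µM H3K4me3, 25 µM 2-OG, 50 µM Fe(II), 100 µM ascorbate, 0.25 mM NAD⁺, 0.25 U/mL FDH; ΔRFU over 30 min.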
Starred values were filed as active, the others as inactive; ? = inconclusive; & = joins results of further samples; [ ] = dose if it differs, or a comment. Potency is the fitted concentration of half-maximal effect.

SMILES | KDM5B inhibitor
O=C(N[C@H](c1ccccn1)C1CC(O)C1)c1cc(=O)n(-c2ccccc2)[nH]1 (stereo partly drawn) | -26.8%
CCN(CC)C(=O)COc1nc(-c2ccco2)c2c(c1C#N)CCC2 | 126.4%[activator]
CC(C)Cc1ccc(C(C)C(=N)N)cc1 (stereo not drawn) | 20.5%
Cc1sc2cc(C(=O)NCc3cccnc3)[nH]c2c1CN1CCCCC1 | -0.9%
Cc1c(Cl)cccc1NC(=O)CSc1ncnc2ccccc12 | 12.9%
O=C(c1ccccc1F)N1CCn2c(nn(-c3ccc(Cl)cc3)c2=O)C1 | -8.2%[115 µM]
O=C(CN1CCCc2nc(C3CC3)ncc2C1=O)NCCCn1cccn1 | -25.7%
CN1[C@@H](CCC(=O)N2CCOCC2)CNC(=O)[C@@H]2[C@H]1CCN2Cc1ccccc1 | ?
Cc1ccc(NC(=O)C2CC(c3ccc(F)cc3)=NO2)cc1 (stereo not drawn) | 9.2%
CCOc1ccc(-c2cc(C(F)(F)F)c(C#N)c(SCC(=O)Nc3ccccc3)n2)cc1 | ?
COc1ccc(-c2ccnc(N[C@H]3CO[C@H]4[C@@H]3OC[C@H]4OCC(=O)N(C)C)n2)cc1 | 35.5µM*
COc1ccc(NC(=O)c2nnn(Cc3nc(-c4cc(Br)ccc4OC)oc3C)c2C)cc1 | -21.0%
COc1ccc(CNC(=O)C2CCCN(S(=O)(=O)c3ccc4c(ccn4C)c3)C2)c(OC)c1 (stereo not drawn) | ?
O=C(COc1ccc(F)cc1)Nc1ccc2oc(-c3cccc(Cl)c3)nc2c1 | -13.2%
CCNC(=O)C(=O)NCC(c1ccco1)S(=O)(=O)c1ccc(Cl)cc1 (stereo not drawn) | 10.3%
COc1cccc(NC(=O)Cn2c(=O)c3c(n2Cc2ccccc2)CN(Cc2ccccc2)CC3)c1 | ?
Cc1cccc(NC(=S)N(Cc2ccco2)C(C)c2cccs2)c1 (stereo not drawn) | 6.6%
CC(C)CCNC(=O)CCN(CC(C)C)C(=O)c1ccoc1 | -18.1%
CCOc1ccc(NC(=O)CSc2oc(-c3ccco3)nc2S(=O)(=O)c2ccc(Cl)cc2)cc1 | -22.0%
CCOc1ccc(NC(=O)NCCc2noc(-c3ccccc3)n2)cc1 | -11.2%
Cc1cccc(NC(=O)Cn2nc3n(c2=O)CCCC3)c1C | 20.5%
COc1cccc(CNC(=O)CCc2c(C)nn(-c3ccc(N4CCOCC4)nn3)c2C)c1 | 13.3%
CC(C)NC(=O)CSc1nc(NC2CC2)c2ccccc2n1 | -13.1%
Cc1cc(C(=O)OC(C)C(=O)N2CCCCCC2)c2ccccc2n1 (stereo not drawn) | -13.9%
COc1ccc(Nc2c3c(nc4ccc(NC(=O)/C=C/c5cccc(OC)c5OC)cc24)CCCC3)cc1OC | ?
CN1CC2(CCCN(C(=O)c3conc3-c3ccccc3)CC2)OC1=O (stereo not drawn) | 27.9%
CCCCC(=O)N1CCc2cc(OC)c(OC)cc2C1COc1ccc(OC)cc1 (stereo not drawn) | 2.2%
O=C1N[C@H](CC(=O)N2CCOC(c3ccccc3)C2)C(=O)Nc2ccccc21 (stereo partly drawn) | -21.4%
COc1ccc(-c2nn3c(=O)cc(CN4CCN(S(=O)(=O)c5ccc(C)cc5)CC4)nc3s2)cc1 | 2.6%
Cc1ccc(Cn2c(SCC(=O)NCc3ccc(Cl)cc3)nc3ccsc3c2=O)cc1 | 14.2%
O=C(NC(=S)Nc1ccc(CN2CCOCC2)cc1)c1ccc(-c2ccc(Cl)cc2)o1 | 14.6%
O=C1c2c(nc(COc3ccc(F)cc3F)n2Cc2ccccc2)NCCN1Cc1ccccc1F | -14.4%
CC1(C)CC(NC(=S)NC2CCCC2)CC(C)(C)N1 | 12.7%
Cc1nc2c(cnn2C(C)C)cc1C(=O)N(C)Cc1ccc(Cl)cc1Cl | -15.4%
NC(=O)NC(=O)COC(=O)c1ccc(F)cc1F | 14.8%
COc1ccc(C2Nc3ccccc3-c3cc(C)nn32)c(OC)c1 (stereo not drawn) | ?
O=C(c1cc2ccccc2oc1=O)N1CCN(c2ccc(Cl)cc2)CC1 | 10.5%&-1.6%
COc1ccccc1N1CCN(c2nc(C)c3c(n2)CC(C)(C)CC3=O)CC1 | 4.7%
Cc1nn(CC(=O)NC(C)(C)C)c(C)c1S(=O)(=O)N1CCCC(C(=O)N2CCCCC2)C1 (stereo not drawn) | -7.2%
CCN1CCN(c2oc(COc3ccccc3F)nc2C#N)CC1 | 25.4%
O=C(Nc1cc(C(F)(F)F)ccc1Cl)c1cccc(OCc2ccccc2)c1 | -14.8%
Cc1cc(C)c2nc(N3CCC(C(=O)NCc4ccc(OC(C)C)cc4)CC3)sc2c1 | 17.6%
Fc1ccc(-c2noc3ncnc(NCCc4ccccc4)c23)cc1 | -10.4%
COc1ccc(Cl)cc1C(=O)NNC(=O)C1CCCC(C(F)(F)F)C1 (stereo not drawn) | 25.6%
COc1ccc(CN(C)CC(=O)NC(=O)NC2CCCCC2)cc1 | 2.8%
CCn1c2ccccc2c2nnc(N3CCN(c4ccc(OC)cc4)CC3)nc21 | -4.5%
COc1ccc(Cn2c(SCC(=O)N(C)Cc3ccccc3)nc3ccccc32)cc1 | -6.5%
O[C@@H]1C[C@@H](c2nc(-c3ccccc3)no2)N(Cc2cccc(OC(F)(F)F)c2)C1 | -6.9%[86.2 µM]
COc1ccc(CNC(=O)Cn2c(N3CCCCC3)nc(C)c(C)c2=O)cc1 | -6.5%
COc1cccc(OC)c1C(=O)NCCc1c[nH]c2ccccc12 | 17.9%
CC(C)Oc1ccc(CNC(=O)CN2C(=O)CCn3nc(-c4cn(C)c5ccccc45)cc32)cc1 | -3.2%
COc1ccc2nc(NC(=O)c3cc(-c4ccccc4)on3)sc2c1 | ?
CCCOC(=O)c1cccc(Nc2nc(C(=O)OCC)nc3ccccc23)c1 | ?
Cc1ccc(-n2nnc(C(=O)N(C)c3ccccc3)c2C)cc1Cl | 15.1%
CN(CC1CCOC1)S(=O)(=O)c1cccc(F)c1 (stereo not drawn) | 0.4%
O=C(NCc1ccco1)c1cc2n(n1)CC(c1ccc3c(c1)OCO3)OC2 (stereo not drawn) | ?
CCCCNC(=O)CCC1N=C2c3ccccc3N=C(SCC(=O)NCCc3ccc(OC)c(OC)c3)N2C1=O (stereo not drawn) | ?
CC1(C)CC(=O)C/C(=N/NC(=O)c2ccccc2Br)C1 | 12.7%
OC1CC(c2cc(N3CCN(c4nsc5ccccc45)CC3)ncn2)C1 (stereo not drawn) | 31.6µM*
CN1CCC(CN2CCC3(CC2)COCCN3C(=O)c2ccccc2)CC1 | -9.6%[86.2 µM]

The list continues:
SMILES | KDM5B inhibitor
CCc1ccc(NC(=O)CN2C(=O)C3(SCC(=O)N3c3ccc(F)c(F)c3)c3ccccc32)cc1 (stereo not drawn) | -21.4%
COCC(=O)N1CCC2(CC1)CC(Cc1nc(-c3cccnc3)no1)CCO2 (stereo not drawn) | 21.2%
Cc1ccc(NC(=O)CSc2ccc3c(c2)OCCCO3)c(Br)c1 | 6.1%
Cc1cc(C)cc(N2CCC(NC(=O)c3ccc(Cl)s3)C2=O)c1 (stereo not drawn) | -10.0%
CCN(C(=O)Cn1c(=O)n(Cc2ccc3c(c2)OCO3)c(=O)c2ccc(C(=O)NC3CCCCC3)cc21)c1cccc(C)c1 | ?
NC(c1ccc(F)cc1)c1ccccc1I (stereo not drawn) | 8.7%
O=C(O)C[C@@H]1CCN(Cc2ccccc2O)C[C@@H]1CCN1C[C@@H]2C[C@H](C1)c1cccc(=O)n1C2 | ?
O=C(N[C@H]1CCN2C(=O)c3cc(-c4ccc(Cl)cc4)ccc3NC(=O)[C@H]12)c1cccs1 | 31.6µM*
CCOCCOC(=O)c1nc2ccccc2nc1Nc1ccc(Cl)cc1 | -2.4%
CCOc1ccccc1CNC(=O)C1CCN(C(=O)N2CC(CC)Oc3ccccc32)CC1 (stereo not drawn) | -4.9%
O=C(NC1CC1)[C@@H]1C[C@H](Oc2cccnc2)CN1C(=O)Cc1cccc(F)c1 | ?
Cc1c(-c2ccccc2)oc2c(C(=O)N3CCN(CC(=O)NC(C)(C)C)CC3)cccc2c1=O | 10.2%
CCCn1nnc(NC(=O)C(C)C)n1 | -1.5%
CCOC(=O)c1sc(-c2ccc(OC)c(OC)c2)cc1NC(=O)c1ccco1 | -31.4%
O=C1NCc2ccccc2CC12CCN(Cc1cccc(F)c1)C2 (stereo not drawn) | -0.6%[149 µM]
COc1cccc(C(=O)Nc2cccc(-c3cn4c(C)csc4n3)c2)c1OC | ?
CCc1ccc(C(=O)/C=C/c2ccc([N+](=O)[O-])cc2)cc1 | -32.7%
COc1cccc(CN2CC[C@@H](CO)N(C)c3nc(C)ccc3C2)c1 | 35.5µM*
CC(C)(C)c1ccc(-c2nc(-c3ccc(Br)o3)no2)cc1 | 3.4%
CN(C)c1cccc(Oc2nnnn2[C@H]2CO[C@H]3[C@@H]2OC[C@@H]3NC(=O)CC(C)(C)CC(=O)O)c1 | -4.9%
Cc1cc(C)c2oc(-c3cccc(NC(=O)CC(C)C)c3)nc2c1 | -23.1%
Cc1noc(/C=C/c2ccccc2F)c1S(=O)(=O)N1CCC(C(=O)NCc2ccco2)CC1 | -21.7%
COc1ccc(-c2cc(C(=O)N(C)CCO)c3ccccc3n2)cc1 | ?
COc1cc(OC)cc(C(=O)NC(=S)NNC(=O)[C@H]2C[C@@H]2c2ccccc2)c1 | ?
COc1ccc2c(CNCc3ccco3)c(C(=O)O)n(Cc3ccc(F)cc3Cl)c2c1 | -2.5%
Cc1nc(-c2ccccc2F)sc1C(=O)NC1C=CS(=O)(=O)C1 (stereo not drawn) | -14.4%
Cc1ccc(Cl)cc1NC(=O)CCCN1C(=O)CCn2nc(-c3cn(C)c4ccccc34)cc21 | -22.0%
COCCN(C)C[C@H]1C[C@H](CO)CN(C(=O)c2c(C)cccc2OC)C1 | -8.9%
CCCCN(C)CCC(=O)Nc1cccc(Cl)c1 | -15.8%
CC(C)(C)CNC1(Cc2cc(-c3ccccn3)on2)COC1 | -0.5%[86.2 µM]
CC1=C(C(=O)Nc2ccccc2)C(c2cccc(O)c2)n2nc(-c3ccccc3Cl)nc2N1 (stereo not drawn) | ?
O=C(Nc1cc(=O)[nH]c2nc(C(F)(F)F)nn12)c1ccc(Cl)cc1 | -2.5%
COc1ccc(S(=O)(=O)NC(C)C)cc1-c1noc(C(C)(C)C)n1 | 6.3%
CCc1ccccc1NC(=O)CSc1nnc(-c2ccncc2)o1 | -13.2%
Cc1cc2oc(=O)cc(CN3CCOCC3)c2cc1Cl | 19.2%
Cc1cc(C)cc(C(=O)NC2CCN(c3cc(-c4ccccc4)[nH]n3)CC2)c1 | -9.0%

Reprinted from the part before: 6 compounds, then new ones.
SMILES | KDM5B inhibitor
CC1=C(C(=O)Nc2ccccc2)C(c2cccc(O)c2)n2nc(-c3ccccc3Cl)nc2N1 (stereo not drawn) | ?
O=C(Nc1cc(=O)[nH]c2nc(C(F)(F)F)nn12)c1ccc(Cl)cc1 | -2.5%
COc1ccc(S(=O)(=O)NC(C)C)cc1-c1noc(C(C)(C)C)n1 | 6.3%
CCc1ccccc1NC(=O)CSc1nnc(-c2ccncc2)o1 | -13.2%
Cc1cc2oc(=O)cc(CN3CCOCC3)c2cc1Cl | 19.2%
Cc1cc(C)cc(C(=O)NC2CCN(c3cc(-c4ccccc4)[nH]n3)CC2)c1 | -9.0%
O=C(CCC1CCN(S(=O)(=O)c2ccccc2)CC1)NCc1ccco1 | -4.3%
O=C1CCC2(CCCO2)CCN1Cc1cccc(F)c1F (stereo not drawn) | -21.7%
CC(C)NC(=O)c1ccc(Cn2c(=O)c3cccn3c3cccnc32)cc1 | 8.8%
COc1ccc(-c2nc(-c3ccccc3)nc3c2CN(C(=O)c2ccc(C(F)(F)F)cc2)CC3)cc1 | -14.9%
CCCN1CN=C(Nc2nc3ccccc3o2)NC1 | -4.0%
COc1ccc(C(=O)Oc2cccc(OC(=O)c3ccc(OC)cc3)c2)cc1 | -10.4%
CC1(C)C[C@H](NCC2CCCCC2)[C@@]2(CCC(=O)N3CCCC3)CC[C@](C)(O)C[C@@H]12 | -34.7%[86.2 µM]
C/C(=C(/C#N)c1nc2ccccc2[nH]1)c1ccc(C)cc1 | ?
CSc1ccc(CNC(=O)c2ncoc2-c2cccs2)cc1 | ?
CN(C)c1nccnc1OC1CCN(S(=O)(=O)c2ccccc2)C1 (stereo not drawn) | -3.5%
CN(CC(=O)Nc1cccc(F)c1)C(=O)c1csc2c1CCCC2 | 14.8%
COc1ccc(C2=NOC3(CCN(C(=O)c4ccccc4OC)C3)C2)cc1 (stereo not drawn) | 13.8%
COCCC(=O)NC[C@@H]1C=C(C)[C@H](CC(=O)N(C)Cc2cccnc2)C[C@H]1C(C)C | 38.2%[86.2 µM]
CCN(Cc1nc2ccccc2c(=O)[nH]1)Cc1cc(=O)oc2cc(C)ccc12 | 10.9%
COc1ccccc1-n1cc(C(=O)N2CCC3(CCNC(=O)CC3)CC2)cn1 | -16.2%

Reprinted at random: six compounds from above.
SMILES | KDM5B inhibitor
CC(C)NC(=O)c1ccc(Cn2c(=O)c3cccn3c3cccnc32)cc1 | 8.8%
COCCC(=O)NC[C@@H]1C=C(C)[C@H](CC(=O)N(C)Cc2cccnc2)C[C@H]1C(C)C | 38.2%[86.2 µM]
O=C(CCC1CCN(S(=O)(=O)c2ccccc2)CC1)NCc1ccco1 | -4.3%
COc1ccccc1-n1cc(C(=O)N2CCC3(CCNC(=O)CC3)CC2)cn1 | -16.2%
C/C(=C(/C#N)c1nc2ccccc2[nH]1)c1ccc(C)cc1 | ?
CN(C)c1nccnc1OC1CCN(S(=O)(=O)c2ccccc2)C1 (stereo not drawn) | -3.5%

These rows are one share of the data. The share of hits here may be higher or lower than overall.
